# Source: PubChem (Broad Institute)
# T cruzi growth: T. cruzi proliferation inhibition; T. cruzi beta-gal in NIH3T3, GalScreen luminescence, 90 h; inhibition, % at 8.34 µM; 77,000 compounds, 5.9% hits; AID 624255;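 active = mean inhibition above about 93%, with at least 55% of replicates each passing it, limit read from the data, passing the limit was not always enough; inconclusive = only one of those two conditions holds; inactive = neither condition holds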
# Pf Dd2 inh: blocks growth of Plasmodium falciparum Dd2 parasites. 94,000 compounds, 2.3% hits. P. falciparum Dd2 growth, SYBR Green, 72 h; active compounds read low. activity change, % at 10 µM; in the data active = activity change below about -80%; inconclusive = no clear call, values can overlap the other calls
# GASC1 inh: inhibitors of human demethylase GASC-1 KDM4C; Q9H3R0; GST-KDM4C 2-372, H3K9me3 peptide, LANCE TR-FRET; inhibition, % at 12.5 µM; 96,000 compounds, 0.15% hits; AID 720574;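 active = mean replicate inhibition above about 25%, with at least 55% of replicates also reaching it, limit read from the data, passing the limit was not always enough; inconclusive = only one of those two conditions met; inactive = neither condition met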
# Target sequence (Q9H3R0 2-372 limits assumed): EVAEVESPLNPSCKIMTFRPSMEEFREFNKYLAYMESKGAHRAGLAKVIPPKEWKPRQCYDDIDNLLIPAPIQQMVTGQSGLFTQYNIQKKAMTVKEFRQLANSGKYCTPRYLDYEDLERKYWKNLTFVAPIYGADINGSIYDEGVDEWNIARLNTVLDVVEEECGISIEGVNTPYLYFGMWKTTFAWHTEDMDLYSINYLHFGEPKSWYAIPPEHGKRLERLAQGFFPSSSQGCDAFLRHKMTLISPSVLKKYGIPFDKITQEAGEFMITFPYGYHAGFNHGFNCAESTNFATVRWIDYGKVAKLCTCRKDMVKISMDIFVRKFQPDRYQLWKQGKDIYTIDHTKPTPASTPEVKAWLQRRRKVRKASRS
#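 System – N-terminal GST-fused human GASC-1 (KDM4C) fragment, residues 2-372 · Input – enzyme final amount 10 nM · Technique – LANCE TR-FRET, Eu antibody, ULight-streptavidin, EDTA, ex 340 nm, em 618/671 nm · Medium – HEPES buffer, pH 7.5, plus ascorbate · Incubation – enzyme reaction 30 min, then detection 60 min, both room temperature · Reagent – H3K9me3 peptide with Fe(II)/2OG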
# C diff HTS: C. difficile growth inhibition; Clostridium difficile clinical isolate growth, OD600, 24 h; active compounds read low; growth activity, negative = inhibition, % at 16 µg/mL (by protocol); 86,000 compounds, 0.25% hits; AID 1259249;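 active = mean growth activity at or below -80% and every replicate also at or below -80%; inconclusive = mean at or below -80% but some replicate above -80%; inactive = mean growth activity above -80%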;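 note: 0% = DMSO wells and -100% = levofloxacin 16 µg/mL wells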
# Numbers without * were called inactive; ? = inconclusive; nt = no result given; & = joins results of further samples.
SMILES,T cruzi growth,Pf Dd2 inh,GASC1 inh,C diff HTS
O=C(c1ccccn1)N1CC2(C1)[C@H](c1ccccc1)[C@H](CO)N2C(=O)C1CCCC1,nt,-1,-2.4,1
C[C@@H]1CCCCO[C@@H](CN(C)CC2CC2)[C@@H](C)CN([C@H](C)CO)C(=O)c2cc(NC(=O)NC3CCCCC3)ccc2O1,58,-35,0.0,4
CCCNC(=O)C[C@H]1C[C@@H]2c3cc(NC(=O)Nc4ccc(OC)cc4)ccc3O[C@@H]2[C@@H](CO)O1,41,7,0.4,-2
CCc1cnc(N2[C@H](C#N)[C@@H](c3ccc(C4=CCCCC4)cc3)[C@@H]2CO)s1,86,-20,0.4,13
CCNC(=O)C[C@H]1CC[C@H]2[C@H](COc3ccc(NC(=O)Nc4c(C)noc4C)cc3C(=O)N2C)O1,-6,7,0.6,2
CN(C)CC(=O)N1[C@H](C#N)[C@@H](c2ccc(-c3ccccc3F)cc2)[C@H]1CO,57,-10,1.8,-3
CCC(=O)N1CC2(C1)[C@H](c1ccc(-c3ccccc3OC)cc1)[C@H](CO)N2C(C)=O,nt,-51,-0.4,-11
C[C@@H]1CN([C@H](C)CO)C(=O)c2cc(NS(=O)(=O)c3ccc(Cl)cc3)ccc2O[C@@H]1CN(C)S(=O)(=O)c1cccs1,58,3,-0.7,-10
O=C(Nc1ccc(F)cc1)N1CC(=O)N2[C@H](C1)[C@@H](c1ccc(-c3ccccc3)cc1)[C@@H]2CO,nt,-17,11,-2
O=C(C[C@H]1CC[C@H]2[C@@H](COC[C@H](O)CN2C(=O)Nc2ccc(C(F)(F)F)cc2)O1)NCC1CCCCC1,nt,-14,-3.2,-42&-73
COc1ccc(CN(C)C[C@H]2Oc3ccc(NS(=O)(=O)c4cccs4)cc3CC(=O)N([C@@H](C)CO)C[C@@H]2C)cc1,34,-2,-0.2,-10
COc1ccc(C(=O)Nc2ccc3c(c2)C(=O)N(C)C[C@H](OC)[C@@H](C)CN(C)[C@@H](C)CO3)cc1,-18,9,2.5,-2
CS(=O)(=O)N1CC(=O)N2[C@H](CO)[C@H](c3ccc(C#Cc4cccc(F)c4)cc3)[C@@H]2C1,nt,15,-2.9,3
O=C(CCN1CCCCC1)N[C@@H]1CC[C@@H](CCn2cc(-c3cccc(F)c3)nn2)O[C@H]1CO,nt,4,1.9,-2
COc1ccc2c3c(n(C)c2c1)[C@@H](CO)N(C(=O)c1cccnc1)CC31CCN(S(=O)(=O)c2ccccc2)CC1,nt,-44,-1.1,5
Cc1noc(C)c1NC(=O)N(C)C[C@@H]1Oc2ccc(N(C)C)cc2CC(=O)N([C@H](C)CO)C[C@H]1C,-29,32,0.9,6
Cc1noc(C)c1S(=O)(=O)Nc1ccc2c(c1)C(=O)N([C@@H](C)CO)C[C@H](C)[C@@H](CN(C)S(=O)(=O)c1ccc(Cl)cc1)O2,-10,-21,-1.0,-2
C[C@@H]1CN([C@@H](C)CO)C(=O)c2cc(NS(=O)(=O)c3cn(C)cn3)ccc2O[C@H]1CN(C)S(=O)(=O)c1ccc(Cl)cc1,11,14,1.6,10
CNC(=O)C[C@H]1CC[C@H]2[C@@H](COC[C@H](O)CN2Cc2ccccc2F)O1,nt,14,-2.2,1&0
CN(C)CC(=O)Nc1ccc2c(c1)[C@@H]1C[C@@H](CC(=O)N(C)C)O[C@@H](CO)[C@@H]1O2,22,10,5.8,-2
C[C@H](CO)N1C[C@H](C)[C@@H](CN(C)Cc2ccccc2F)Oc2cc(C#CC3CC3)ccc2S1(=O)=O,76,-33,-1.1,17
CO[C@H]1CN(C)C(=O)c2ccc(NC(=O)C3CC3)cc2OC[C@H](C)N(Cc2cc(F)ccc2F)C[C@@H]1C,-8,-21,1.0,nt
COCC(=O)N1[C@@H]2c3ccc(/C=C/c4ccccc4)c(=O)n3C[C@H]1[C@H](CO)[C@H]2C(=O)N1CCCCC1,32,-4,-0.4,1
C[C@H](CO)N1C[C@H](C)[C@H](CN(C)C)Oc2ncc(-c3cccc(F)c3)cc2C1=O,51&65,25&15,16,1&0
CS(=O)(=O)N1[C@H](C#N)[C@@H](c2ccc(/C=C/c3ccccc3)cc2)[C@H]1CO,67,-6,1.2,17
# Next section:
SMILES,T cruzi growth,Pf Dd2 inh,GASC1 inh,C diff HTS
O=C(Cc1ccccn1)N[C@H]1CC[C@H](CCNS(=O)(=O)c2cccc(F)c2)O[C@@H]1CO,-13,-4,0.4,nt
C[C@@H]1CN([C@@H](C)CO)S(=O)(=O)c2ccc(C3=CCCCC3)cc2O[C@@H]1CN(C)C(=O)Cc1cccnc1,78,-22,0.0,-8
C[C@@H]1CN([C@@H](C)CO)C(=O)c2cc(-c3cccc(C#N)c3)cnc2O[C@@H]1CN(C)C,-54,32,-2.1,3
C[C@@H]1CN([C@H](C)CO)C(=O)c2cccc(NC(=O)Nc3ccc4c(c3)OCO4)c2O[C@H]1CN(C)Cc1ccccc1,74,-38,0.7,3
Cc1ccc(S(=O)(=O)N(C)C[C@@H]2OCCCC[C@@H](C)Oc3ccc(NC(=O)C4CCCCC4)cc3C(=O)N([C@@H](C)CO)C[C@@H]2C)cc1,71,-79,-2.3,nt
Cc1ccc(S(=O)(=O)Nc2cccc3c2O[C@@H](CN(C)C(=O)Nc2ccccc2)[C@@H](C)CN([C@@H](C)CO)C3=O)cc1,88,-1,0.0,-5
C[C@@H]1CN([C@H](C)CO)C(=O)c2c(c3ccccc3n2C)-c2ccccc2CO[C@H]1CN(C)C(=O)c1ccncc1,-30,7,-0.1,0
C[C@H](CO)N1C[C@H](C)[C@H](CN(C)S(C)(=O)=O)Oc2ncc(-c3cc4ccccc4o3)cc2C1=O,43,21,-1.3,-7
C[C@H]1CCCCO[C@@H](CN(C)Cc2ccccc2)[C@@H](C)CN([C@@H](C)CO)C(=O)c2cc(NC(=O)Cc3ccccc3)ccc2O1,nt,-68,0.2,5
Cc1ccc(S(=O)(=O)N(C)C[C@@H]2Oc3ccc(NC(=O)CCC(F)(F)F)cc3C(=O)N([C@@H](C)CO)C[C@H]2C)cc1,25,-4,1.9,2
CC(C)NC(=O)Nc1ccc2c(c1)C(=O)N([C@@H](C)CO)C[C@@H](C)[C@H](CN(C)C(=O)Nc1cccc3ccccc13)O2,18,2,-0.6,5
C[C@H](CO)N1C[C@H](C)[C@H](CN(C)CC2CC2)Oc2ccc(NC(=O)Cn3cnnn3)cc2CC1=O,-5,2,-7.2,-4
O=C(N[C@@H]1C=C[C@H](CC(=O)N2CCCCC2)O[C@@H]1CO)c1ccc2c(c1)OCO2,-11,15,-0.6,nt
CCCNC(=O)C[C@@H]1CC[C@@H]2[C@@H](COc3ccc(NC(=O)Nc4ccccc4F)cc3C(=O)N2C)O1,16,11,-2.8,-7
COc1ccc(CN(C)C[C@H]2OCCCC[C@H](C)Oc3ccc(NC(=O)Cc4ccccc4)cc3C(=O)N([C@@H](C)CO)C[C@H]2C)cc1,73,-63,0.4,-2
C/C=C/c1cnc2c(c1)C(=O)N([C@H](C)CO)C[C@H](C)[C@@H](CN(C)S(=O)(=O)c1cccs1)O2,64,-34,-0.8,3
CCCNC(=O)[C@H]1[C@H](CO)[C@H]2Cn3c(ccc(C4=CCCC4)c3=O)[C@H]2N1C(=O)c1cnccn1,99*,-4,2.0,2
C[C@@H]1CCCCO[C@@H](CN(C)Cc2ccccc2)[C@@H](C)CN([C@@H](C)CO)C(=O)c2cc(NC(=O)NC3CCCCC3)ccc2O1,-2,-59,6.6,-1
COc1cccc(C#Cc2ccc([C@@H]3[C@H]4CN(C(=O)c5ccncc5)CC(=O)N4[C@H]3CO)cc2)c1,nt,-4,0.4,-7
COc1ccc(CN(C)C[C@@H]2Oc3ccc(NS(=O)(=O)c4ccc(F)cc4)cc3CC(=O)N([C@@H](C)CO)C[C@@H]2C)cc1,30,-35,-0.9,-18
O=S(=O)(Cc1ccccc1)NCC[C@H]1CC[C@H](NS(=O)(=O)c2ccccc2)[C@H](CO)O1,10,-12,-1.5,-2
C[C@@H]1CN([C@@H](C)CO)C(=O)c2cc(/C=C/c3ccccc3)cnc2O[C@H]1CN(C)Cc1ccccc1,133*,-25,-2.0,21
C[C@H]1CN([C@@H](C)CO)C(=O)c2cc(NS(C)(=O)=O)ccc2O[C@@H]1CN(C)C(=O)Nc1ccccc1,nt,-4,-1.0,2
C[C@@H]1CN([C@H](C)CO)C(=O)Cc2cc(NC(=O)Nc3ccc(F)cc3)ccc2O[C@@H]1CN(C)C(=O)NC1CCCCC1,4,13,-1.0,-4
C[C@@H]1CN([C@@H](C)CO)C(=O)c2cc(NC(=O)NC3CCCCC3)ccc2O[C@@H](C)CCCCO[C@H]1CN(C)Cc1ccc(C(=O)O)cc1,-9,23,-0.1,-1

# Given with two lines to a compound: part of the list above
# Each structure is followed by: T cruzi growth | Pf Dd2 inh | GASC1 inh | C diff HTS
C/C=C/c1cnc2c(c1)C(=O)N([C@H](C)CO)C[C@H](C)[C@@H](CN(C)S(=O)(=O)c1cccs1)O2
→ 64 | -34 | -0.8 | 3
CCCNC(=O)[C@H]1[C@H](CO)[C@H]2Cn3c(ccc(C4=CCCC4)c3=O)[C@H]2N1C(=O)c1cnccn1
→ 99* | -4 | 2.0 | 2
C[C@@H]1CCCCO[C@@H](CN(C)Cc2ccccc2)[C@@H](C)CN([C@@H](C)CO)C(=O)c2cc(NC(=O)NC3CCCCC3)ccc2O1
→ -2 | -59 | 6.6 | -1
COc1cccc(C#Cc2ccc([C@@H]3[C@H]4CN(C(=O)c5ccncc5)CC(=O)N4[C@H]3CO)cc2)c1
→ nt | -4 | 0.4 | -7
COc1ccc(CN(C)C[C@@H]2Oc3ccc(NS(=O)(=O)c4ccc(F)cc4)cc3CC(=O)N([C@@H](C)CO)C[C@@H]2C)cc1
→ 30 | -35 | -0.9 | -18
O=S(=O)(Cc1ccccc1)NCC[C@H]1CC[C@H](NS(=O)(=O)c2ccccc2)[C@H](CO)O1
→ 10 | -12 | -1.5 | -2
C[C@@H]1CN([C@@H](C)CO)C(=O)c2cc(/C=C/c3ccccc3)cnc2O[C@H]1CN(C)Cc1ccccc1
→ 133* | -25 | -2.0 | 21

# More records.
SMILES,T cruzi growth,Pf Dd2 inh,GASC1 inh,C diff HTS
Cc1noc(C)c1S(=O)(=O)Nc1ccc2c(c1)C(=O)N([C@H](C)CO)C[C@H](C)[C@H](CN(C)S(=O)(=O)c1c(C)noc1C)OCCCC[C@H](C)O2,nt,nt,1.1,1
COc1ccc(NC(=O)N(C)C[C@@H]2Oc3ncc(C#C[C@H](C)O)cc3C(=O)N([C@@H](C)CO)C[C@H]2C)cc1,-39,19,0.1,4
CC(C)NC(=O)Nc1ccc2c(c1)C(=O)N([C@H](C)CO)C[C@H](C)[C@@H](CN(C)S(=O)(=O)c1ccc(F)cc1)O2,-8,-8,3.2,1
C[C@H](CO)N1C[C@H](C)[C@H](CN(C)Cc2ccncc2)Oc2ccc(NS(=O)(=O)c3ccccc3)cc2CC1=O,5,-5,16,2
C[C@@H]1CN([C@@H](C)CO)C(=O)c2cc(C#Cc3cccnc3)cnc2O[C@@H]1CN(C)Cc1ccc(F)cc1,nt,-26,-0.9,3
C[C@@H]1CCCCO[C@@H](CN(C)C(=O)Nc2ccccc2)[C@@H](C)CN([C@H](C)CO)C(=O)c2cc(NC(=O)c3ccccc3)ccc2O1,19,8,-0.9,nt
C[C@H]1CCCCO[C@@H](CN(C)Cc2ccccc2)[C@@H](C)CN([C@@H](C)CO)C(=O)c2cc(NC(=O)CCC(F)(F)F)ccc2O1,38,-34,0.5,0
CCc1nc(N2[C@H](CO)[C@@H](c3ccccc3-c3ccccc3F)[C@@H]2C#N)sc1C,nt,17,0.3,3
C[C@@H]1CN([C@H](C)CO)C(=O)c2cccc(N(C)C)c2O[C@H]1CN(C)C(=O)NC1CCCCC1,22,-14,0.3,5
C[C@@H]1CN([C@H](C)CO)S(=O)(=O)c2ccc(C#CCN(C)C)cc2O[C@H]1CN(C)Cc1ccccn1,?,-52,4.2,1
CCC(=O)Nc1ccc2c(c1)OC[C@@H](C)N(Cc1nccs1)C[C@@H](C)[C@H](OC)CN(C)C2=O,nt,32,nt,2
C[C@H]1CCCCO[C@H](CN(C)C(=O)Nc2ccc(C(F)(F)F)cc2)[C@@H](C)CN([C@@H](C)CO)C(=O)c2cc(NS(=O)(=O)c3ccccc3)ccc2O1,71,-68,-0.6,0
COc1ccccc1-c1ccc([C@@H]2[C@@H](C#N)N[C@@H]2CO)cc1,13,-80,1.0,14
CN(C)C(=O)c1cccc(-c2cccc(-c3nc(C(=O)NCc4ccccc4)cc4c3[C@H](CCO)N([S@@](=O)C(C)(C)C)C4)c2)c1,62,-72,-6.2,nt
CNC[C@H]1Oc2ccc(NC(=O)C3CCCCC3)cc2CC(=O)N([C@@H](C)CO)C[C@H]1C,31,8,12,-1
O=C(C[C@@H]1CC[C@@H](NC(=O)Nc2ccccc2F)[C@H](CO)O1)NCc1ccc(-c2ccccc2)cc1,nt,2,0.2,1
CN(C)CC#Cc1ccc([C@@H]2[C@H](CO)N3CCCCN(CC4CCOCC4)C[C@@H]23)cc1,-17,9,4.3,-2
